# High-throughput results: PubChem, The Scripps Research Institute Molecular Screening Center
# TDP2 inh: human TDP2 enzyme inhibitors, primary screen, biochemical, epi absorbance, recombinant enzyme. Tyrosyl-DNA phosphodiesterase 2 (Homo sapiens), O95551. inhibition, % at 12.8 µM. actives 0.34% (n = 370,000). T5PNP hydrolysis, p-nitrophenol absorbance 415 nm;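 active means inhibition above the mean of all tested compounds plus 3 SD, set per campaign, cut at about 25% in these data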;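 further: 0% = DMSO with enzyme and 100% = buffer with substrate but no TDP2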
# Target sequence (O95551 whole entry, looked up): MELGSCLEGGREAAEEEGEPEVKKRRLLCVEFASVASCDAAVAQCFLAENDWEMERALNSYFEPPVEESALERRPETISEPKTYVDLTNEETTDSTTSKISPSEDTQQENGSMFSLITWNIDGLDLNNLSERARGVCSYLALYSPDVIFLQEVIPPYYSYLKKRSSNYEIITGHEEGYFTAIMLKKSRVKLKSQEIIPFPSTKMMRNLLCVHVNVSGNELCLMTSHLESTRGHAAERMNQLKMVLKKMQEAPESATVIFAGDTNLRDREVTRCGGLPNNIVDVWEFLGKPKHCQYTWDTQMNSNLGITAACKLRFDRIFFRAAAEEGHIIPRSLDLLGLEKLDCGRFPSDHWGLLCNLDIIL
#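 System – recombinant human TDP2 · Quantity – TDP2 enzyme at 120 nM final · Doses – single concentration, 12.8 µM nominal, with 1% DMSO · Incubation – 2 h at 37 °C · Measured by – epi absorbance of p-nitrophenol freed from T5PNP by hydrolysis · Read-out – % inhibition relative to enzyme-containing and enzyme-free wells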
# UHRF1 MBD2 ctr: UHRF1 methylated DNA binding inhibitors, primary screen, counter-screen for MBD2 inhibitor project, biochemical, TR-FRET, human UHRF1, single concentration. E3 ubiquitin-protein ligase UHRF1 (Homo sapiens), Q96T88. UHRF1 binding to methylated oligo. inhibition, % at 4.4 µM. actives 0.75% (n = 370,000); in the data active means inhibition above about 21%;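 further: UHRF1 SRA domain binding a hemimethylated CpG hairpin DNA probe; 0% = median of test compound wells and 100% = reference inhibitor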
# LEDGF integ inh: blockers of LEDGF/p75-dependent integrase strand transfer – biochemical, TR-FRET, high throughput, primary screen; actives 0.64% (n = 370,000); inhibition, % at 3.7 µM; AID 743269, 2014; TR-FRET IN-LEDGF/p75 DNA integration, Eu/Cy5; HIV-1 integrase (with human LEDGF/p75);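 active means inhibition above the screen-wide mean plus 3 SD, cut at about 13% in these data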;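 further: signal is the Cy5 over europium emission ratio at 671 and 618 nm; 0% = plate median of compound wells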
# Tn7 DDE FP: inhibitors of Tn7 peptide binding to fibrin DD(E), primary screen, biochemical, fluorescence polarization, human fibrin, Tn7 probe; Fibrinogen beta chain (Homo sapiens), P02675; FP displacement of FITC-Tn7 peptide from fibrin DD(E); 0% = median of compound wells per plate; inhibition, % at 8.3 µM; actives 0.13% (n = 370,000); AID 720508, 2013;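 active means inhibition above the mean of compounds falling within the control limits plus 3 SD of them, cut at about 14% in these data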;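 further: 0% = plate median of compound wells and 100% = 10 µM Aha-Tn7 peptide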
# Target sequence (P02675 whole entry, looked up): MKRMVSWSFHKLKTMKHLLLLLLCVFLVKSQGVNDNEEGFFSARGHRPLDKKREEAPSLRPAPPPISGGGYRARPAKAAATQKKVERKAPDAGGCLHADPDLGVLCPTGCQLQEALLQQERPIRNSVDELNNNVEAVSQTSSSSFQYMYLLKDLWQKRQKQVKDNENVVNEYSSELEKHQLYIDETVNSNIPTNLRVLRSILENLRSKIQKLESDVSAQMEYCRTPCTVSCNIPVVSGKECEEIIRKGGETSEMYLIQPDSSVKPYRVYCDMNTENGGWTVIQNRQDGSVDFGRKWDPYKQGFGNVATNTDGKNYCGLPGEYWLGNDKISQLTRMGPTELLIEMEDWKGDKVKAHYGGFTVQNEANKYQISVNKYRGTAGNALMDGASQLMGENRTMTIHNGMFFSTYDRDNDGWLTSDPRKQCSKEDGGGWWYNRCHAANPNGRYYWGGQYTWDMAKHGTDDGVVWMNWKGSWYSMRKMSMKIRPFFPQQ
#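 assay system = human clot-derived fibrin DD(E) complex | quantity = Fibrin-DD(E) at 2 µM final | timing = 10 min preincubation, 3 h with tracer, room temperature | signal = fluorescence polarization | measure = percent inhibition | benchmarks = high control wells with 10 µM unlabelled Aha-Tn7 peptide (full inhibition) | replicates = singlicate testing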
# HTRA1 inh: HTRA1 serine protease inhibitors, primary screen, biochemical, fluorescence polarization, HTS | Q92743 | recombinant HTRA1, FP-rhodamine activity-based probe | inhibition, % at 5.96 µM | actives 0.5% (n = 340,000); in the data active means inhibition above about 36%;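 further: 0% = enzyme with DMSO and 100% = wells lacking enzyme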
# PG9 Ab binder: binders of HIV-1 gp120 antibody PG9, primary screen, biochemical, TR-FRET; HIV-1 gp120 / PG9 antibody interaction; TR-FRET gp120-PG9 antibody binding; inhibition, % at 6.7 µM; actives 0.43% (n = 360,000); in the data active means inhibition above about 8.5%
# SIAE primary: human SIAE inhibitors, primary screen, biochemical, fluorescence polarization, FP-Rh probe, 1536-well HTS; actives 0.69% (n = 370,000); Sialate O-acetylesterase (Homo sapiens), Q9HAT2; inhibition, % at 9.66 µM; SIAE FP-Rh probe binding;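 active means inhibition above a cutoff: mean of compounds within the control limits plus 3 SD of those, cut at about 17% in these data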;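 further: 0% = plate median of compound wells and 100% = probe without SIAE protein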
# mABHD4 FP: ABHD4 inhibitors, primary screen, biochemical, fluorescence polarization, mouse. inhibition, % at 8.92 µM. actives 0.54% (n = 370,000). purified mABHD4, FP-Rh probe fluorescence polarization. (Lyso)-N-acylphosphatidylethanolamine lipase (Mus musculus), Q8VD66;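 active means inhibition exceeding the mean over every tested compound plus 3 SD, cut at about 30% in these data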;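 further: 0% = plate median of compound wells and 100% = S159A mutant with DMSO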
#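 Assay system: Wild-type mouse ABHD4 protein | Medium: HEPES pH 7.0 buffer, 150 mM NaCl, 0.01% Pluronic F-127 | Incubation: Enzyme–compound pre-incubation 45 min, then probe 60 min, both 25 °C | Technique: Fluorescence polarization with parallel and perpendicular emission, 525/598 nm | Evaluation: % inhibition of FP-Rh probe binding versus controls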
# PRMT1 inh: PRMT1 methyltransferase inhibitors, primary screen, biochemical, fluorescence polarization | Protein arginine N-methyltransferase 1 (Homo sapiens), Q99873 | recombinant PRMT1, activity-based probe fluorescence polarization | inhibition, % at 2.79 µM | actives 1.3% (n = 370,000);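 active means inhibition above about 21% made by adding two undisclosed values, limit read from the data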
# TCR CD3 inh: inhibitors of human TCR-CD3 interaction, primary screen, biochemical, fluorescence, TAMRA-labeled TCR probe; T-cell receptor (TCR); inhibition, % at 9.4 µM; actives 0.37% (n = 360,000); in the data active means inhibition above about 19%;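 further: recombinant mutant TCR 2C K166C tagged with TAMRA read by polarization; 0% = receptor in buffer alone and 100% = receptor with positive control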
# * hit, by the source's call; x = not tested or not shown.
Compound,TDP2 inh,UHRF1 MBD2 ctr,LEDGF integ inh,Tn7 DDE FP,HTRA1 inh,PG9 Ab binder,SIAE primary,mABHD4 FP,PRMT1 inh,TCR CD3 inh
N#C/C(=C(/O)c1ccc2c(c1)OCO2)c1nc2cc(C(F)(F)F)ccc2s1,8,-1,3,1,-1,1.1,2,33*,2,1
CCn1cnc2cc(NCc3ccccc3Cl)ccc21,-3,0,-2,3,7,-2.6,12,8,-3,3
CC(C)c1nc(N2CCCC2)c(C#N)c2c1CCCC2,3,-3,-1,6,2,1.7,-5,6,-4,5
Cc1cccc(-n2ncc3c(N(C)C4CCCCC4)ncnc32)c1,11,-2,-3,2,-26,-1.0,0,4,-3,12
CC(=O)NS(=O)(=O)c1ccc(NC(=O)CN2C(=O)C3C4C=CC(C4)C3C2=O)cc1 (stereo not given),-11,4,3,4,8,-0.1,-1,5,2,3
CC(NC(=O)COC(=O)CNC(=O)C1CCCCC1)c1ccccc1 (stereo not given),7,2,0,2,4,0.4,3,3,2,1
O=C(O)Cc1cc2c(s1)CCCCC2,1,-1,0,5,-2,0.3,1,2,0,2
CCOc1cc(C2C(C#N)=C(N)OC3=C2C(=O)CC(C)(C)C3)cc([N+](=O)[O-])c1O (stereo not given),6,-2,0,-2,3,-3.4,5,3,-4,-5
CCCSc1ccc([C@@H]2[C@H]3C(=O)N(CC)C(=O)[C@H]3[C@]3(C(=O)OC)CCCN23)cc1OC,2,5,1,2,-11,0.2,-5,2,10,-4
CC1CN2C(c3ccc(Cl)cc3)=CSC2=N1 (stereo not given),-1,5,-1,2,3,-1.5,8,4,8,15
COc1ccc(-n2c(SCC(=O)c3ccc4ccccc4c3)nnc2-c2ccccc2)cc1,1,-2,1,1,x,x,-3,0,-2,x
Cc1ccc(-c2nc(=O)[nH]c3ccccc23)cc1,1,-4,0,-1,11,1.0,9,10,-1,9
CC(C)[C@@H]1CC[C@@H](C)C[C@H]1O,4,-1,-3,0,x,-1.7,-5,6,-2,4
COCCCn1c(SCC(=O)N2CCOCC2)nc2cc(Cl)ccc2c1=O,-11,4,-7,7,7,0.3,3,-9,1,-4
CCOc1ccc(CC(=O)NNC(=S)Nc2ccccc2)cc1Br,-2,-1,-3,8,-3,1.4,4,7,-1,-3
O=C(NC1CCCCN(Cc2ccc(OC(F)(F)F)cc2)C1=O)c1cccc(F)c1 (stereo not given),0,-2,-2,3,x,x,0,-4,-2,x
COc1ccc(S(=O)(=O)NNc2nc(C)cc(C)n2)cc1Br,-9,-2,4,-5,-1,-1.3,4,-7,-5,-3
CCOC(=O)CN1C(=O)C(=O)c2cc(C)ccc21,-5,-8,-2,5,4,-0.2,4,-4,-2,3
O=C(CCc1nc2ccccc2s1)N1CCN(c2ccccc2)CC1,7,-1,3,4,-4,-2.1,2,1,0,3
Cc1ccc2nc(-c3ccc(F)cc3)c(Cc3ccccc3C(F)(F)F)n2c1,5,22*,0,1,x,-0.4,1,2,1,-8
CCOC(=O)Nc1ccc(C(=O)Oc2ccccc2)c(O)c1,0,4,-4,4,-19,-0.5,-7,-12,0,-4
N#Cc1c2c(c(Nc3ccccc3)n3c1nc1ccccc13)CCC2,-3,-4,0,1,-1,0.3,2,9,0,1
N#Cc1cc(-c2ccccc2)nnc1Oc1ccccc1Cl,-10,4,-4,-1,1,-0.7,0,3,3,0
CC(NC(=O)c1ccc(S(=O)(=O)N(C)C)cc1)c1ccccc1 (stereo not given),6,21*,1,-5,0,-0.8,-2,-5,0,0
CCSC1=NC(C)(C)C=C(/C=C/c2ccc(Cl)cc2Cl)N1,-5,2,4,-3,-35,-1.6,0,-14,5,1
CC(C)[C@H](NC(=O)c1ccccc1)C(=O)NC1CCCCCCC1,-2,-3,1,3,-4,0.2,-4,-6,-2,-1
CCc1ccc(-c2cc(C)no2)cc1S(=O)(=O)N1CCOc2ccccc21,-1,2,0,0,-42,0.7,9,-13,1,3
CCOC(=O)COn1c(=O)c(-c2ccc(OC)cc2)[n+]([O-])c2ccccc21,-1,-1,-3,3,6,-1.5,0,2,7,-6
Clc1cccc(CSc2ncnc3c2ncn3C2CCCCO2)c1 (stereo not given),-11,1,-1,4,-11,-1.0,-3,0,0,1
CCCCCCOc1ccc(/C=C/C(=O)N2CCOCC2)cc1OC,5,-4,1,4,8,-1.7,0,-4,-4,-2
N#C/C(=N\O)c1nc2ccccc2[nH]1,7,-5,0,-5,5,-1.6,3,1,0,3
CCN(C(=O)COC(=O)c1cccc(S(=O)(=O)N2CCOCC2)c1)C1CCS(=O)(=O)C1 (stereo not given),3,0,4,8,7,-2.2,-4,-1,0,2
CCN1C(=O)N[C@@H]2C[C@H](C(=O)N3CCCC3)[C@H](C)[C@H](c3ccccc3)C[C@@H]21,9,2,-1,1,x,-1.6,4,3,-4,3
CCOc1ccc(CNC(=O)C2CCN(c3nn4c(=O)cc(C)nc4s3)CC2)cc1,4,1,1,-1,3,-0.5,4,2,-2,4
CCN(CC)S(=O)(=O)c1ccc(C(=O)Nn2cnnc2)cc1,14,-3,-1,-4,4,-0.5,6,2,-1,1
CC(=O)NNC(=O)CCn1c2c(c3ccccc31)CCCC2,6,-2,-1,-4,7,-2.4,20*,-2,-4,1
CC1=Nc2ccccc2/C1=C\c1nc(-c2ccc(F)cc2)oc1O,-4,0,-1,6,9,-2.6,6,-1,-3,6
COc1ccc(/C=N\NC(=O)c2ccccc2F)cc1COc1ccc(F)cc1F,-9,1,0,1,-52,-2.7,-33,-41,1,-5
O=C(c1cc(-c2ccccn2)nc2ccc(Cl)cc12)N1CCN(CCc2ccccc2)CC1,1,3,1,-2,-11,-0.1,4,5,2,1
CNC(=O)c1csc(-c2ccccc2)n1,1,-1,1,0,0,-2.3,1,2,0,6

# Compound profiles (already shown).
# Listed for `CCCCCCOc1ccc(/C=C/C(=O)N2CCOCC2)cc1OC` : TDP2 inh = 5; UHRF1 MBD2 ctr = -4; LEDGF integ inh = 1; Tn7 DDE FP = 4; HTRA1 inh = 8; PG9 Ab binder = -1.7; SIAE primary = 0; mABHD4 FP = -4; PRMT1 inh = -4; TCR CD3 inh = -2
# Listed for `CCN(CC)S(=O)(=O)c1ccc(C(=O)Nn2cnnc2)cc1` : TDP2 inh = 14; UHRF1 MBD2 ctr = -3; LEDGF integ inh = -1; Tn7 DDE FP = -4; HTRA1 inh = 4; PG9 Ab binder = -0.5; SIAE primary = 6; mABHD4 FP = 2; PRMT1 inh = -1; TCR CD3 inh = 1

# Other results:
Compound,TDP2 inh,UHRF1 MBD2 ctr,LEDGF integ inh,Tn7 DDE FP,HTRA1 inh,PG9 Ab binder,SIAE primary,mABHD4 FP,PRMT1 inh,TCR CD3 inh
COC(=O)C1CC(O)CN1C(=O)c1ccco1 (stereo not given),0,3,2,2,5,-2.6,5,-2,-1,1
COc1ccc(C(=O)C2CCCN(C(=O)c3ccc4cc[nH]c4c3)C2)c(C)c1 (stereo not given),-7,4,4,-1,-8,-1.2,-2,3,-2,-6
O=C(Cc1ccccc1)NCC(=O)N1CCCCCC1,-4,5,-3,2,0,1.6,-4,-4,4,-4
CCn1cc(C(=O)O)c(=O)c2ccc(C)nc21,2,6,2,4,2,-0.5,4,-9,0,2
NS(=O)(=O)c1ccc(CCNC(=O)C2CCN(c3ncnc4c3nc3n4CCCCC3)CC2)cc1,-3,-1,0,-2,-3,-0.1,-2,-5,-2,5
CCOP(=O)(OCC)c1nc(-c2cccc3ccccc23)oc1N1CCOCC1,10,-3,-1,-8,2,0.6,8,2,0,10
C=CCn1c(SCCC(=O)O)nc2c1c(=O)n(C)c(=O)n2C,-5,1,4,-8,4,-2.2,7,7,2,2
O=C(CSc1nnnn1C1CCCCC1)NCc1ccco1,14,-5,3,-2,1,0.5,4,-3,-2,-4
Cc1ccc([C@@H]2CC=C(C(=O)O)CN2S(=O)(=O)c2ccc(C)cc2)cc1,7,2,3,-1,0,-1.9,-3,-1,1,-6
O=C(CNC(=O)c1cccs1)N/N=C/c1cccc(Br)c1,0,-2,3,-4,-9,-1.5,1,3,-8,1
Oc1ccc(Nc2ncnc3scc(-c4ccccc4)c23)cc1,9,3,-1,6,-1,-0.3,1,6,0,0
C=CCn1cc(C(=O)NCc2ccco2)c(=O)c2cc(S(=O)(=O)N3CCCCCC3)ccc21,-11,2,-3,1,-78,-1.6,-7,4,1,-2
O=C(CN(C(=O)CCC(=O)Nc1nccs1)c1ccccc1F)NCc1ccc2c(c1)OCO2,-9,5,4,-3,4,0.1,-3,-2,-7,2
O=C(Nc1ccc(SC(F)F)cc1)C1CC(=O)N(Cc2ccccc2)C1 (stereo not given),-10,3,-2,-7,-13,-1.4,-2,-12,17,-2
CN(Cc1ccccc1)C(=O)OCc1cn(Cc2ccc(F)c(F)c2)nn1,1,2,-2,4,x,x,-8,4,-1,x
CCOC1=C2[C@@H](CN(S(=O)(=O)c3ccc(C)cc3)[C@H]2c2cccc3ccccc23)[C@H]2C(=O)N(CC)C(=O)[C@H]2C1,-2,-1,-2,1,x,-0.8,-5,0,-1,-1
CC1(C(=O)Nc2ccc(Cl)c(C(F)(F)F)c2)Cc2c(-c3ccc(C(N)=O)cc3)ccnc2O1 (stereo not given),5,1,3,-6,x,-1.6,-29,-6,-2,0
Cc1cccc(NC(=O)NC(C)C(c2ccccc2)N2CCN(C)CC2)c1 (stereo not given),-16,5,4,-1,5,-2.0,-7,-9,-2,-10
CC1(C)C2CCC1(C)C(OCCNCCOC(=O)Nc1ccccc1)C2 (stereo not given),-13,-1,6,-10,-12,-1.1,-1,-13,-5,2
CCCCN=C1N/C(=C\c2ccco2)C(=O)N1c1ccccc1,0,-2,7,-5,27,3.4,7,18,15,-7
CC(=O)C1=C(O)C(=O)N(C2CCCCC2)C1c1ccccc1 (stereo not given),8,-6,-1,-4,1,-0.5,-6,1,-3,-4

# An unsorted share of the library, and some 4.2% of all compounds hit somewhere here.
